Assay outcomes: PubChem BioAssay, The Scripps Research Institute Molecular Screening Center
TEAD-YAP block: TEAD-YAP interaction inhibition, primary screen, TEAD-YAP interaction inhibitor project, luminescence, HEK-TIYL cells; inhibition, % at 9.12 µM; actives 1.4% (n = 640,000); TEAD-Gal4/YAP UAS-luciferase luminescence; in the data active means inhibition above about 32%;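 further: 0% = median of test compound wells and 100% = reference inhibitor wells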
GPR151 ag: activators of human GPR151, primary screen, cell-based, PathHunter beta-arrestin, luminescence; PathHunter beta-arrestin GPR151 cells; AID 1508602, 2020; activation, % at 11.2 µM; actives 1% (n = 650,000); G-protein coupled receptor 151 (Homo sapiens), Q8TDV0; in the data active means activation above about 4.9%;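 further: 0% = median of compound wells and 100% = cells with positive control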
MITF inh: MITF inhibitors, primary screen, biochemical, AlphaScreen, human | actives 0.91% (n = 650,000) | AlphaScreen MITF homodimerization, bead proximity signal | Microphthalmia-associated transcription factor (Homo sapiens), O75030 | inhibition, % at 2.6 µM | AID 1259374, 2018; in the data active means inhibition above about 50%;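 further: 0% = vehicle wells with protein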
FBW7 act: FBW7 E3 ligase activators, primary screen, biochemical, AlphaScreen, human. AlphaScreen FBW7–phospho-cyclin E peptide binding, activator screen. normalized activity (activation), % at 26.1 µM. actives 0.13% (n = 650,000). AID 1259310, 2017; in the data active means normalized activity above about 1.9%;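 further: purified mutant Fbw7 with reduced substrate affinity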
Target sequence (Q969H0 whole entry, looked up): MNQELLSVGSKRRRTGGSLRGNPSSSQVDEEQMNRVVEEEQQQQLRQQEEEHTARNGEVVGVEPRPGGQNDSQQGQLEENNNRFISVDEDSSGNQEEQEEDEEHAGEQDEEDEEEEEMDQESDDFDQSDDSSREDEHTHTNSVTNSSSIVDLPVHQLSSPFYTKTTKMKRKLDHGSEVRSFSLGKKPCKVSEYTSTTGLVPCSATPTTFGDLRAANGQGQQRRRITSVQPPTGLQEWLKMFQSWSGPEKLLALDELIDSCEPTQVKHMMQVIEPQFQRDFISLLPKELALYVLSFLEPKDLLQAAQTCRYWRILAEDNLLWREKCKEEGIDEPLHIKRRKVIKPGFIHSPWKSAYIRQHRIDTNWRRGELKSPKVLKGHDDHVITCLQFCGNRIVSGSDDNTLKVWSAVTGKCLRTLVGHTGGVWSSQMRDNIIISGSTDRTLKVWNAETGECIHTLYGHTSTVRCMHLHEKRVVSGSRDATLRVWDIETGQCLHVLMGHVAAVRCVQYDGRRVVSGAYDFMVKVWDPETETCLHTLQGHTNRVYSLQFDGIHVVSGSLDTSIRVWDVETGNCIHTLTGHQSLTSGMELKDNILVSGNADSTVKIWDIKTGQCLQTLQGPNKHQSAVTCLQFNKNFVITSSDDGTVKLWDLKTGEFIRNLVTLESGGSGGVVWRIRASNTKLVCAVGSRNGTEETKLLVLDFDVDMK
Starred values were filed as active, the others as inactive; nt = not tested or not shown. Compounds were not picked by outcome; any-hit rate near 3.5%.

SMILES	TEAD-YAP block	GPR151 ag	MITF inh	FBW7 act
CCOc1ccccc1NC(=O)CN1C(=O)CCSc2ccccc21	12	-0.8	13	0.0
CCOc1ccc(C(=O)Nc2ccc(S(=O)(=O)Nc3ncccn3)cc2)cc1	-8	-0.7	10	0.1
COC(=O)c1c(C)oc2cc(Br)c(OC(=O)C(C)C)cc12	-10	-0.4	-3	0.0
COc1cccc(C2=NC(C(C)C)NC(c3cc(Br)ccc3O)C2)c1 (centres undefined)	35*	-0.5	-11	0.0
CCCn1ncc(C(=O)N2CCC3(CC2)NC(=O)c2cccnc2N3CC)c1C	-1	1.5	6	0.1
COc1ccc(C(=O)N(CN2CCCC2=O)c2ccccc2)cc1	-8	-0.6	-2	-0.1
CCN(CC)c1ccc2cc(-c3nnc(Nc4ccc(OC)cc4)s3)c(=O)oc2c1	-21	1.4	-3	-0.7
COc1cccc(CN=c2c([N+](=O)[O-])nn(-c3ccccc3C)n2O)c1	6	0.7	2	-0.3
Clc1cccc(Cl)c1/C=N/n1cnnc1	-2	-0.1	5	0.1
COc1ccc(C2(O)CCN(C(=O)Cc3ccc(OC)c(OC)c3)CC2)cc1	7	0.3	10	0.0
CCCCOCCCNC(=O)c1ccc([N+](=O)[O-])c(C)c1	-11	-0.2	-7	0.1
NS(=O)(=O)c1ccc(N=Cc2cc(Cl)cc(Br)c2O)cc1	-9	-1.4	-2	-0.1
O=C(O)c1ccccc1NS(=O)(=O)c1cccc2cccnc12	2	-1.1	-2	-0.2
CCN(CC)S(=O)(=O)c1ccc(NC(=O)CSc2cccc[n+]2[O-])cc1	10	1.3	0	0.1
CCc1ccc(-n2cnc3cc(C(=O)N4CCc5ccccc54)ccc32)cc1	-1	1.1	-1	0.1
CN1CCN(C(=O)Nc2ccc(F)cc2)CC1	-5	0.3	12	-0.1
C#CCOc1ccc(/C=C2/NC(=O)NC2=O)cc1Br	-11	0.2	14	0.0
Cc1cccc(NC(=O)Cn2c3ccccc3c(=O)c3ccccc32)c1	7	0.2	12	0.6
CC(C)n1cnc2c(Nc3ccc(F)cc3)ncnc21	54*	-5.9	18	-0.1
COC(=O)c1ccc(NC(=S)NCC2CCCO2)cc1 (centres undefined)	-35	-0.2	14	0.5
CCOc1ccc(NC(=O)C(=O)NC2CCCCC2)cc1	0	-0.5	10	0.3
CCn1c(C)cc(/C=C2\C(=O)NC(=O)N(c3cccc(C)c3C)C2=O)c1C	4	0.9	-4	-0.7
COCCn1c(SCC(=O)N2CCCCC2)nc2c(c1=O)SC(C)C2 (centres undefined)	-1	0.4	6	0.1
N#CC1=C(N)OC2=C(C(=O)CC(c3ccc(F)cc3)C2)C1c1cccc([N+](=O)[O-])c1 (centres undefined)	6	3.6	-1	-0.1
O=C(O)CC(NCc1ccco1)C(=O)Nc1ccc(Cl)cc1 (centres undefined)	2	-2.2	3	0.1
Cc1ccc(OCC(=O)NNC(=O)c2ccc([N+](=O)[O-])cc2)cc1C	-4	-1.0	-10	-0.2
COc1ccc(S(=O)(=O)N(CCc2ccccc2)CC(N)=O)cc1	4	-0.4	-9	0.0
Oc1ccc(CCNc2nc(Cl)nc3c2ncn3C2CCCCC2)cc1	-11	0.0	4	-0.1
COc1ccc(S(=O)(=O)NCc2ccccc2Cl)cc1I	2	1.3	9	0.1
C=CCSc1ncccc1C(=O)NCc1ccc2c(c1)OCO2	13	-0.4	-3	-0.1

Only FBW7 act, for some of the entries so far:
Molecule,FBW7 act
COc1ccc(S(=O)(=O)N(CCc2ccccc2)CC(N)=O)cc1,0.0
COc1ccc(S(=O)(=O)NCc2ccccc2Cl)cc1I,0.1
O=C(O)c1ccccc1NS(=O)(=O)c1cccc2cccnc12,-0.2
CCN(CC)S(=O)(=O)c1ccc(NC(=O)CSc2cccc[n+]2[O-])cc1,0.1
Oc1ccc(CCNc2nc(Cl)nc3c2ncn3C2CCCCC2)cc1,-0.1
Cc1cccc(NC(=O)Cn2c3ccccc3c(=O)c3ccccc32)c1,0.6
CCc1ccc(-n2cnc3cc(C(=O)N4CCc5ccccc54)ccc32)cc1,0.1

Reformatted: six of the compounds above.
structure,TEAD-YAP block,GPR151 ag,MITF inh,FBW7 act
CCn1c(C)cc(/C=C2\C(=O)NC(=O)N(c3cccc(C)c3C)C2=O)c1C,4,0.9,-4,-0.7
COCCn1c(SCC(=O)N2CCCCC2)nc2c(c1=O)SC(C)C2 (centres undefined),-1,0.4,6,0.1
N#CC1=C(N)OC2=C(C(=O)CC(c3ccc(F)cc3)C2)C1c1cccc([N+](=O)[O-])c1 (centres undefined),6,3.6,-1,-0.1
O=C(O)CC(NCc1ccco1)C(=O)Nc1ccc(Cl)cc1 (centres undefined),2,-2.2,3,0.1
Cc1ccc(OCC(=O)NNC(=O)c2ccc([N+](=O)[O-])cc2)cc1C,-4,-1.0,-10,-0.2
COc1ccc(S(=O)(=O)N(CCc2ccccc2)CC(N)=O)cc1,4,-0.4,-9,0.0

Next section:
SMILES	TEAD-YAP block	GPR151 ag	MITF inh	FBW7 act
O=C(c1cnn2c1NC(c1ccc(Br)cc1)CC2C(F)(F)F)N1CCN(C(c2ccccc2)c2ccccc2)CC1 (centres undefined)	-2	0.0	-10	0.1
CCOc1ccc2cc(S(=O)(=O)N(CC)CC)ccc2c1	4	0.4	12	0.0
CCOc1ccc(-c2[nH]ncc2CNCc2ccco2)cc1Cl	-8	0.0	-6	-0.4
O=C1OC(/C=C/c2ccc(Cl)cc2)=NC/1=C/c1ccccc1	-4	-0.9	-7	0.0
CCOc1ccc(/C=C2\N=C(c3ccc([N+](=O)[O-])cc3Cl)OC2=O)cc1	2	-0.2	16	0.0
CCC(Sc1nncn1C)C(=O)Nc1nnc(-c2cccc([N+](=O)[O-])c2)s1 (centres undefined)	-12	3.0	-5	-0.1
CCC(C)NC(=O)CC(NS(=O)(=O)c1ccc(F)cc1)c1cccc(OC)c1OC (centres undefined)	3	-3.3	6	0.3
COc1ccc(-c2cc(C(=O)NC(C(=O)O)C(C)C)c(C)o2)cc1OC (centres undefined)	-21	0.2	4	-0.1
COc1cc(OC)cc(C(=O)N2CCN(S(=O)(=O)c3ccc(Cl)cc3)CC2)c1	-8	0.2	2	-0.1
COc1ccc(Cl)cc1NC(=O)CN(C)S(=O)(=O)c1cnc[nH]1	8	0.7	-1	0.0
CNc1nnc(-c2cccc(OC)c2)s1	-20	-1.0	8	0.0
CCOC(=O)C1=C(C)Nc2ncnn2C1c1ccc(OC)c(O)c1 (centres undefined)	-5	-0.5	4	0.0
CC(=O)Oc1ccc(/C(C)=N/NC(=O)c2ccco2)cc1	-50	-2.5	12	0.1
O=c1oc2ccccc2nc1/C=C(\O)c1cccs1	-43	-3.3	24	0.4
CCOC(=O)c1sc2nc(SCC#N)n(Cc3ccc(Cl)cc3)c(=O)c2c1C	-9	0.0	28	0.2
Cc1ccccc1NC(=O)c1cccc(NC(=O)c2cc(Cl)c(Cl)cc2C(=O)O)c1	-41	0.6	9	0.2
O=C(Nc1ccc(S(=O)(=O)Nc2ncccn2)cc1)c1cc2ccccc2o1	-7	-0.1	17	1.0
O=C1CSC(c2cccc(Br)c2)N1c1ccc(N2C(=O)CSC2c2cccc(Br)c2)cc1 (centres undefined)	9	0.2	12	0.0
O=C(O)CCC(=O)N1N=C(c2cccs2)CC1c1cccc([N+](=O)[O-])c1 (centres undefined)	-6	-1.0	-2	-0.2
CCOC(=O)c1cnc2ccc(C(=O)OC)cc2c1Nc1cccc([N+](=O)[O-])c1	-19	1.3	11	-0.1
CCOC(=O)c1sc(NC(=O)c2ccccc2)c(C(=O)OCC)c1C	12	-0.4	9	0.1
N#Cc1c(NC(=O)COC(=O)CN2C(=O)c3ccccc3C2=O)sc2c1CCCC2	-1	0.0	-6	0.0
O=C(CN1C(=O)c2ccccc2C1=O)Oc1ccc(F)cc1	5	0.9	-1	-0.1
Cc1ccc(/C=C2\NC(=O)N(Cc3ccc(Cl)cc3)C2=O)cc1[N+](=O)[O-]	6	-0.5	4	0.1
C=C1C(=O)O[C@H]2[C@H]1CC/C(C)=C/CC[C@@]1(C)O[C@@H]21	nt	-0.4	5	0.3
CC(=O)C1=C(C)NC(SCC(N)=O)=C(C#N)C1c1ccc(O)cc1 (centres undefined)	2	0.6	-6	0.0
O=C1OCCC1Sc1nnc(Nc2ccc(Oc3ccccc3)cc2)s1 (centres undefined)	2	-1.0	9	0.4
CCc1cc(C(=O)NCCN2Cc3ccccc3OC(c3ccsc3)C2)no1 (centres undefined)	-3	0.6	-14	0.0
CN(C)c1ccc(NC(=O)C[n+]2ccccc2)cc1	15	-0.2	3	-0.2
COc1ccc(N2C(=O)c3ccccc3NC2c2ccc(OC)c(CSc3nc4ccccc4s3)c2)cc1 (centres undefined)	-35	0.3	-3	0.0
COC(=O)Oc1ccc2c3c(c(=O)oc2c1)CCCC3	6	0.0	19	0.0
O=C(O)Cn1c(SCc2ccccc2)nc2ccccc21	-7	-1.5	35	0.1
O=C(NCc1cccnc1)c1cc(-c2cccs2)on1	-53	-0.2	9	0.0
CCC(Sc1nnc2c3ccccc3n(CC)c2n1)C(=O)Nc1cccc2ccccc12 (centres undefined)	2	-1.0	2	0.1
COc1ccc2nc(SCC(=O)Nc3ccc(C(C)C)cc3)n(S(=O)(=O)c3ccc(Br)cc3)c2c1	-6	-1.0	-1	-0.2
CC(=O)Nc1ccc(S(=O)(=O)N2CCN(CCO)CC2)cc1	-7	1.8	17	0.1
COCCCNc1nc2ccccc2n2cnnc12	0	2.6	8	-0.1
Cc1cc2ccccc2n1CC(O)CN1CCOCC1 (centres undefined)	6	-0.6	12	0.3
CC(Oc1cccc(Cl)c1)C(=O)N1CCc2ccccc21 (centres undefined)	-3	0.9	-4	0.0
O=C1CN(c2nc(-c3cccnc3)nc3scc(-c4ccccc4)c23)CCN1	-37	2.2	1	0.3
CC(=O)Oc1cc(C)c2c(c1C(OC(C)=O)OC(C)=O)Oc1c(c(C)c(OC(C)=O)c3c1C(OC(C)=O)OC3=O)OC2=O (centres undefined)	-5	0.2	-11	-0.1
CCOc1cc(C2C(C(=O)OCCc3ccccc3)=C(C)NC3=C2C(=O)CC(c2ccc(Cl)cc2)C3)ccc1O (centres undefined)	-4	-0.2	-9	0.1
Cc1cccc(N2CCN(C(=O)CCc3nc4ccccc4[nH]3)CC2)c1C	13	-0.8	11	0.1
CC(C)(C)C1CCC(NC(=O)C2CC(=O)N(c3ccccc3)C2)CC1 (centres undefined)	5	1.5	8	0.1
COc1ccc(/C(C)=N/Nc2nn[nH]n2)c(OC)c1	-3	-0.8	17	0.1
Cc1noc(C)c1-c1ncc(C(=O)NCc2nc3ccccc3[nH]2)s1	-1	2.0	-1	0.0
CC(C)NC(=S)NNc1nc2ccccc2s1	-9	3.6	1	-0.1
COC(=O)c1c(NC(=O)c2ccc3c(c2)CCCC3)sc2c1CCN(C(C)=O)C2	5	0.4	-3	0.1
N#C/C(=C\c1ccc(OCC(=O)NCC2CCCO2)cc1)C(=O)NC1CCCCC1 (centres undefined)	-5	1.4	14	0.2
Cc1ccccc1OCC1=NN2C(=N)/C(=C/c3cccnc3)C(=O)N=C2S1	1	1.5	0	0.0
COc1ccc(C2C(C#N)=C(C)NC3=C2C(=O)CCC3)cc1OC (centres undefined)	4	0.2	9	0.6
CCc1c(C)sc(NC(=O)c2ccccc2[N+](=O)[O-])c1C(=O)NCc1cccnc1	7	2.7	10	-0.2
O=C(Nc1ccc2nc(SCC(=O)N3CCOCC3)sc2c1)c1ccccc1	-24	1.1	-5	-0.1
O=C(CSc1nnc(CNC(=O)c2cc(Cl)ccc2Cl)n1-c1ccc(F)cc1)c1ccccc1	-8	0.9	2	-0.5
O=C(O)CCC(=O)NNc1ccc([N+](=O)[O-])cc1[N+](=O)[O-]	11	3.6	5	0.0
COC(=O)CSc1nnc(C)n1-c1ccc(C)cc1	5	1.6	6	0.1
CN(C)c1ccc(N/C=C/C(=O)c2ccccc2)cc1	-12	-1.2	17	0.5
O=C(NCC1CCCN(Cc2ccc3nonc3c2)C1)c1n[nH]c2ccccc12 (centres undefined)	2	2.7	10	0.0
O=C1C(=O)N(C2CCCC2)C(=O)N1CC(=O)N(Cc1ccccc1)C1CCS(=O)(=O)C1 (centres undefined)	-2	0.8	0	0.0
Cc1ccc(NC(=O)C(=O)N/N=C/c2cccs2)cc1C	-11	-0.1	-7	0.0
Next section.
SMILES	TEAD-YAP block	GPR151 ag	MITF inh	FBW7 act
O=C(NCCC1=CCCCC1)c1ccc2c(=O)n(CCc3ccccc3)c(SCc3cccc(Cl)c3)nc2c1	-3	0.2	1	0.6
Cc1cc(C)nc(NNc2ccccc2Br)n1	-3	0.5	17	-0.2
CC(=O)Nc1ccc(NCc2ccc3c(c2)OCO3)cc1	0	-0.1	12	-0.1
OCCC1CN(Cc2ccc(Oc3ncccn3)cc2)CCN1Cc1ccc(F)c(F)c1 (centres undefined)	-4	0.2	-7	-0.1
Cc1cc(NC(=O)CSc2nc3cc4c(cc3cc2C#N)OCCO4)no1	2	1.6	18	-0.1
COc1nonc1NCn1nc(C)cc1C	-9	-0.9	1	0.1
COc1cc(OC)nc(NS(=O)(=O)c2ccc(NC(=O)c3ccco3)cc2)n1	7	0.7	3	-0.1
